Screens from PubChem BioAssay.
procasp7 counter = procaspase-7 activators, primary screen, counter-screen for procaspase-3 activator project, biochemical, absorbance, HTS, human. Caspase-7 (Homo sapiens), P55210. recombinant procaspase-7, Ac-DEVD-pNA absorbance 405 nm; D23A/D198A/D206A triple mutant, cannot self-cleave; scale: DMSO 0, 5 µM enzyme 100. activation, % at 8.5 µM. actives 0.093% (n = 330,000). AID 463210, 2010;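 active means percent activation above the screen-wide mean plus 3 SD, cut at about 25% in these data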
Target sequence (P55210 whole entry D23A/D198A/D206A): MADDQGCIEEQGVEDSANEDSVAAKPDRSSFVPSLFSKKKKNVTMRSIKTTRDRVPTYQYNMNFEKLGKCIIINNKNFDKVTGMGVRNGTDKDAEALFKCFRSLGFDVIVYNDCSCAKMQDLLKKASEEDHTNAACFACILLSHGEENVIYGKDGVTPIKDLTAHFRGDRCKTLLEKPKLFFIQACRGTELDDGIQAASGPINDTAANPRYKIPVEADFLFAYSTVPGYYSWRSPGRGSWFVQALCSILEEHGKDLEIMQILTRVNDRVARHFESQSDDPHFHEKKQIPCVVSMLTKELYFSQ
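Assay system: Uncleavable procaspase-7 mutant enzyme / Input: 2 µM procaspase-7 mutant as dispensed / Dosing: single nominal 8.5 µM compound dose, 0.8% DMSO final / Timing: 1 h enzyme–compound preincubation and 2 h substrate reaction, both 25 °C / Detection: p-Nitroaniline absorbance at 405 nm, read at 0 and 120 min / Replication: singlicate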
core dimer inh = inhibitors of HCV core protein dimerization, primary screen, biochemical, TR-FRET, high-throughput | TR-FRET GST/Flag-core106 dimerization, 1536-well | inhibition, % at 5 µM | actives 0.33% (n = 300,000) | AID 1899, 2009;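 active means inhibition above the mean of all tested compounds plus 3 SD, set per screening campaign, cut at about 45% in these data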
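System: GST-tagged and Flag-tagged HCV core protein residues 1-106 / Input: core106 proteins, GST 13.5 nM and Flag 17 nM / Buffer or medium: KF-containing HEPES buffer, pH 7.45, DTT, CHAPS, BSA / Probe or stimulus: Eu-anti-GST and XL665-anti-Flag labelled anti-tag antibodies / Schedule: 4 h, 22.5 °C incubation / Technique: TR-FRET 671 and 617 nm emission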
PP1 inh = PP1-alpha phosphatase inhibitors, primary screen, counter-screen for PP5 inhibitor project, biochemical, fluorescence, OMFP substrate, single point | AID 2235, 2010 | inhibition, % at 6.7 µM | actives 0.9% (n = 320,000) | purified PP1alpha;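 active means inhibition above the mean inhibition of all tested compounds plus 3 SD, computed separately for each screening campaign, cut at about 15% in these data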
Target sequence (P62136 whole entry, looked up): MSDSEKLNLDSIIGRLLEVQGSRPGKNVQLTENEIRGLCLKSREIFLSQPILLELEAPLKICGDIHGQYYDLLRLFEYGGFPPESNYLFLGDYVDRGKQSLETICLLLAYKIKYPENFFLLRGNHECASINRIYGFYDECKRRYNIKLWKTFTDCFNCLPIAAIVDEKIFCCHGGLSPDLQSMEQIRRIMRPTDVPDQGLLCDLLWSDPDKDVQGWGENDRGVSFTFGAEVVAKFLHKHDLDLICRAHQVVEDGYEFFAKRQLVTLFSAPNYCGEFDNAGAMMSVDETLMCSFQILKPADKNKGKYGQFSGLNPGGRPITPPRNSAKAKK
proCasp3 act = activators of human procaspase-3 D3A mutant, primary screen, biochemical, absorbance, PC-3 D3A mutant, single concentration | recombinant procaspase-3 D3A, Ac-DEVD-pNA absorbance 405 nm | AID 463141, 2010 | actives 0.11% (n = 330,000) | Caspase-3 (Homo sapiens), P42574 | activation, % at 8.5 µM;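 active means activation above the mean of all tested compounds plus 3 SD, cut at about 21% in these data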;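 further: 0% = DMSO alone and 100% = DMSO wells spiked with extra 5 µM PC-3 D3A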
Target sequence (P42574 whole entry D9A/D28A/D175A): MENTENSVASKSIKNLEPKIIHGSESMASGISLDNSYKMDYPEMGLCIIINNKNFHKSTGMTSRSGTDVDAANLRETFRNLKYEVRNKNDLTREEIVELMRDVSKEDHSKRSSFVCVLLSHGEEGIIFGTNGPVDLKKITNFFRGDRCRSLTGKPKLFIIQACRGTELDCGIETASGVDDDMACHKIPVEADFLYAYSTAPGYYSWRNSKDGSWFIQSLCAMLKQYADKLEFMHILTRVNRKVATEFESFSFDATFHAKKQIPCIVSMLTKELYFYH
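assay system = Procaspase-3 D3A mutant | signal = absorbance at 405 nm, 0 and 120 min | times = 1 h preincubation plus 2 h reaction at 25 °C | repeats = single replicate | read-out = % activation between DMSO and enzyme-spiked controls | medium = Zinc-free HEPES saline buffer with Triton X-100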
GASC-1 inh = inhibitors of GASC-1 histone demethylase, primary screen, biochemical, fluorescence, DELFIA europium | Lysine-specific demethylase 4C (Homo sapiens), Q9H3R0 | GST-JMJD2C(1-420) H3K9me3 demethylation | inhibition, % at 2.35 µM | actives 0.069% (n = 330,000) | AID 2099, 2009;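 active means more than half of a compound's replicate wells show inhibition beyond 50%, single wells judged on their own value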;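 further: signal counts dimethyl H3K9 product captured on neutravidin plate; 0% = median of DMSO wells and 100% = 0.3 times that DMSO median; strong numbers were not always called active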
CTSL1 counter = Fasciola hepatica cathepsin L1 inhibitors, primary screen, counter-screen for PFM18AAP inhibitor project, biochemical, QFRET, fluorogenic peptide substrate; recombinant F. hepatica cathepsin L1, Z-Leu-Arg-MCA fluorescence; inhibition, % at 5.96 µM; actives 0.49% (n = 300,000); AID 1906, 2009;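 active means inhibition above the mean of all tested compounds plus 3 SD, set per screening campaign, cut at about 17% in these data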;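 further: 0% = plate median of test compound wells and 100% = 1 µM Z-Phe-Ala-diazomethylketone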
PP5 inh = PP5 phosphatase inhibitors, primary screen, biochemical, fluorescence; inhibition, % at 6.7 µM; AID 1987, 2009; actives 0.18% (n = 320,000); purified PP5c, OMFP substrate fluorescence;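 active means inhibition above the campaign's mean inhibition across all tested compounds plus 3 SD, cut at about 9.5% in these data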;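 further: 0% = DMSO only and 100% = 100 µM cantharidin control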
GRK2 aptamer HTS = compounds blocking aptamer binding on GRK2 – biochemical, human GRK2, bead flow cytometry, HTS, primary screen. AID 488847, 2010. FAM-aptamer displacement from GRK2. inhibition of aptamer binding, % at 10 µM. Beta-adrenergic receptor kinase 1 (Homo sapiens), P25098. actives 0.59% (n = 330,000);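 active means inhibition of aptamer binding above 40%, roughly 3 SD of noise, on plates passing a quality check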;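 further: median bead fluorescence of bound FAM aptamer so fluorescent compounds give negative values; no value below 0 was filed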
VLA-4 inh = inhibition in human VLA-4 binding assay, primary screen, VLA-4 allosteric modulator project, MLPCN library, flow cytometry, VLA-4 expressing cells | Integrin alpha-4 (Homo sapiens), P13612 | ligand binding flow cytometry | inhibition, % (about 7 µM as worked out from the volumes in the protocol) | actives 0.2% (n = 330,000) | AID 2557, 2010; in the data active means inhibition above about 50%
An asterisk follows results filed as active; i = inactive; x = no result given.

SMILES	procasp7 counter	core dimer inh	PP1 inh	proCasp3 act	GASC-1 inh	CTSL1 counter	PP5 inh	GRK2 aptamer HTS	VLA-4 inh
O=C(CNS(=O)(=O)c1ccc(Br)cc1)NCc1ccncc1	5	10	-2	-13	5	-2	1.4	3	-7
Cc1cc(C)n2nc(SCC(=O)N3CCC(C)CC3)nc2n1	1	x	x	10	2	x	x	4	1
O=C(COc1ccc(Cl)cc1)NCc1nnc(SCC(=O)Nc2ccccc2)o1	-6	-3	3	8	-11	-2	0.4	1	-2
Cc1cc(=O)oc2cc(OC(=O)CCN3C(=O)c4ccccc4C3=O)ccc12	11	5	-4	10	4	-25	3.4	0	-2
CCOc1nc2cnccc2n(CC(=O)Nc2cccc(C)c2)c1=O	5	-1	-2	2	3	0	-2.1	2	7
CCN(c1cccc(C)c1)S(=O)(=O)c1cn(CC(=O)OC)c2ccc([N+](=O)[O-])cc12	-6	-9	0	-1	9	3	7.6	3	-11
O=C(COC(=O)c1cccc(Br)c1)Nc1ccc2[nH]c(=O)[nH]c2c1	2	-3	4	12	54	-2	2.9	0	11
CCOc1ccccc1-c1nc2c([nH]1)c(=O)n(C)c(=O)n2C	1	-1	1	3	-9	1	-0.6	5	3
CC(C)[C@H](NC(=O)c1cccc(CN(Cc2ccccc2)C(=O)c2ccccc2)c1)C(=O)O	6	0	-2	0	-4	3	-2.8	1	22
CCOc1cc(/C=C/C(=O)c2ccc(O)cc2)ccc1OCC(=O)N(C)C	2	-4	1	-2	10	2	0.9	10	1
COc1ccc(C(=O)CCC(=O)N2CCN(c3ccc([N+](=O)[O-])cc3)CC2)cc1	-7	3	16*	-11	0	8	-0.5	0	8
O=C(/C=C/c1cccc([N+](=O)[O-])c1)N1CCOCC1	0	-1	-1	8	-5	-3	-0.3	1	4
CCOc1ccc(-c2cc(NC(=O)Cn3ncc4c3-c3ccccc3OC4)on2)cc1OCC	2	8	8	-10	-6	6	-1.0	1	2
O=C(CCCN1C(=O)c2ccccc2C1=O)Oc1ccc(Cl)cc1	-4	4	-1	3	1	-43	0.0	0	-14
C=CCn1c(CSc2ccc(C)cc2)n[nH]c1=S	-16	-1	-2	-10	7	2	0.5	3	-13
COc1ccc(-c2csc(NC(=O)Cc3cc(OC)c(OC)c(OC)c3)n2)cc1OC	-2	9	-3	3	21	1	0.8	0	39
Nc1cccc2c1C(=O)N(CCOc1ccccc1F)C2=O	-9	0	-1	-2	7	0	4.2	4	7
c1ccc(-n2c(-c3cccs3)nc3nc4ccccc4nc32)cc1	13	-8	3	16	-11	0	0.9	4	-7
Cc1ccc(NC(=O)c2cc(Cl)ccc2[N+](=O)[O-])cc1C	-8	-12	3	3	13	6	0.3	0	-6
CC(=O)c1cc2c(cc1NC(=O)CSc1nc3ccc(C)cc3[nH]1)OCO2	2	0	0	-2	1	1	3.9	4	-21
Cc1ccc(S(=O)(=O)c2ncccc2N)cc1	7	5	-3	0	-4	-3	1.5	12	i
O=C(COC(=O)c1ccc(OC(F)F)cc1)NCCNC(=O)COC(=O)c1ccc(OC(F)F)cc1	8	5	0	8	-38	0	3.5	0	15
COc1ccc(NC(=O)CSc2nc(N)c(C#N)cc2C#N)cc1	-11	0	4	-8	8	-2	0.7	4	-30
COc1ccc(/C=N/NC(=O)c2ccc(Br)o2)cc1Cn1cc([N+](=O)[O-])cn1	-14	6	4	-3	-1	7	4.1	0	18
Cc1cc(N2CCCC2)nc2ccc(NC(=S)NC(C)C)cc12	-10	-6	-3	-3	5	8	-8.5	0	1
COCCN(CC(=O)Nc1cccc(C)c1C)C(=O)c1cc(-c2ccncc2)nc2ccccc12	7	x	3	2	2	x	0.3	0	-5
O=C(NC(=S)N1CCN(c2ccccc2)CC1)c1ccccc1	-13	0	1	-6	19	-1	4.3	0	1
COc1ccc(N2CCN(CCCNC(=O)C3CCCN(S(=O)(=O)c4cnc[nH]4)C3)CC2)cc1 (stereo not given)	9	1	-7	0	7	-16	1.8	0	14
CCOC(=O)CC1(NC(=O)C2CCC(=O)N(C3CC3)C2)CCCCC1 (stereo not given)	12	-5	-2	9	1	0	0.2	1	-6
CC1(C)Cc2c(C#N)c(N3CCN(C(=O)c4ccco4)CC3)nc(-c3ccco3)c2CS1	-15	72*	19*	-9	-7	7	6.0	6	-7
N#Cc1c2n(c3c(=O)n(Cc4ccc(Cl)cc4)cnc13)CCCCC2	6	22	-3	4	0	2	5.1	4	31
COc1cccc2c(=O)n(CC(=O)N3CCCCCC3)ccc12	13	-4	0	6	8	3	-1.8	0	1
CCOC(=O)c1sc(N)nc1-c1ccccc1	-5	3	1	-1	2	0	0.0	0	-11
CCOc1cc(CO)c(Br)cc1OCC(=O)O	9	-6	-4	4	6	-2	-0.1	3	12
COc1ccc2c(c1)CCc1c(C(=O)N3CC4(C)CC3CC(C)(C)C4)noc1-2 (stereo not given)	0	4	-1	9	4	-3	6.9	5	15
Cc1ccc(Nc2cc(C)nc3nc(C)nn23)c(C)c1	8	-3	-4	-2	0	6	1.0	2	-6
C=CCN(CC=C)C(=S)NC(=O)/C=C/c1ccccc1	10	3	-2	1	-13	2	2.8	3	14
COC(=O)c1cc(NC(=O)CCc2c(C)nc3ncnn3c2C)cc(C(=O)OC)c1	4	1	-1	-1	2	-2	2.0	0	-15
COc1ccc(C(=O)Nc2ccc(N3CCN(C)CC3)cc2)cc1OC	7	4	1	2	-6	1	1.2	0	17
CC1(C)CC(CNCCC(c2ccc(F)cc2)c2ccco2)CCO1 (stereo not given)	2	1	-1	4	4	-3	3.4	1	7
CCOC(=O)c1cc2c(nc1N)CC(C)(C)OC2	7	0	-3	0	0	-2	3.3	1	-19
COC(=O)[C@H](Cc1ccccc1)NC(=O)N1CC(C)OC(C)C1 (stereo not given in full)	-10	-9	-4	-4	-10	-4	1.3	2	2
Cc1cc(C(=O)N2CCCc3ccccc32)no1	2	1	-4	4	1	2	0.4	1	8
COc1ccccc1CNC(=O)C1CCN(S(=O)(=O)c2ccc3c(c2)CC(C)N3C(=O)C2CC2)CC1 (stereo not given)	7	10	-2	4	25	4	3.3	1	-3
COc1ccc(NC(C)=[N+](C)CCNS(=O)(=O)c2ccc(Cl)cc2)cc1	0	-2	0	-4	-8	2	0.3	8	9
Cc1ccccc1NS(=O)(=O)c1ccc(OCC(=O)NCc2cccnc2)cc1	-5	-13	-1	10	3	-3	0.4	0	0
O=C(COC(=O)c1cc([N+](=O)[O-])ccc1NCc1ccccc1)NC1CCCCC1	3	2	-1	4	4	-4	1.2	0	8
CN(C)/C=C/C(=O)Oc1ccc(Cl)cc1Cl	1	0	2	-6	-4	-4	0.5	2	-4
COc1ccc(OCCNC(=O)C(c2ccccc2)c2ccccc2)cc1	5	2	1	-2	-3	0	1.5	1	-3
CSc1nc2ccc(NS(=O)(=O)c3ccc(Cl)s3)cc2s1	-1	6	1	0	0	-2	1.9	0	-8

Going on with the list.
SMILES	procasp7 counter	core dimer inh	PP1 inh	proCasp3 act	GASC-1 inh	CTSL1 counter	PP5 inh	GRK2 aptamer HTS	VLA-4 inh
CC(=O)c1c(C)[nH]c(-c2ccccc2)nc1=S	-16	-2	0	-16	3	1	2.5	2	-11
CCc1nc(NCc2ccc3c(c2)OCO3)c2oc3ccccc3c2n1	2	-2	-3	-3	39	0	2.9	0	6
O=C1C=C(NCc2ccncc2)CC(c2ccccc2)C1 (stereo not given)	-4	-9	-1	3	15	3	0.5	0	6
CC(C)OC(=O)c1c(NC(=O)C2CC=CCC2C(=O)O)sc2c1CCCCC2 (stereo not given)	0	14	4	5	6	2	1.4	12	9
COCCN1C(=O)c2oc3cc(C)c(C)cc3c(=O)c2C1c1cccc(O)c1 (stereo not given)	1	2	-2	-6	1	10	-0.3	4	-1
Cc1nc(C(=O)O)cc2c1[nH]c1ccccc12	-11	3	6	4	x	-4	3.1	1	-32
O=C(COc1ccc(Cl)cc1Br)Nc1ccncc1	-4	-1	-2	-2	11	-3	-0.1	0	5
CC(C)CC(=O)NC(c1ccccc1Cl)c1c(O)ccc2ccccc12 (stereo not given)	8	6	-1	1	-6	-4	2.4	0	7
Cc1cccc(C)c1OC(=O)CSc1nnc(-c2ccccc2O)o1	4	-1	15	2	-5	4	-0.9	2	-6
N#Cc1cnc2ncnn2c1-c1ccccc1	5	-6	3	-2	-10	-3	2.1	2	4
COc1ccc(C(=O)NCc2nnc(SCC(=O)Nc3cccc(OC)c3)o2)cc1	-1	-7	-2	-6	6	7	1.8	5	15

A different layout for part of the listing above.
SMILES,procasp7 counter,core dimer inh,PP1 inh,proCasp3 act,GASC-1 inh,CTSL1 counter,PP5 inh,GRK2 aptamer HTS,VLA-4 inh
CC(=O)c1c(C)[nH]c(-c2ccccc2)nc1=S,-16,-2,0,-16,3,1,2.5,2,-11
CCc1nc(NCc2ccc3c(c2)OCO3)c2oc3ccccc3c2n1,2,-2,-3,-3,39,0,2.9,0,6
O=C1C=C(NCc2ccncc2)CC(c2ccccc2)C1 (stereo not given),-4,-9,-1,3,15,3,0.5,0,6
CC(C)OC(=O)c1c(NC(=O)C2CC=CCC2C(=O)O)sc2c1CCCCC2 (stereo not given),0,14,4,5,6,2,1.4,12,9
COCCN1C(=O)c2oc3cc(C)c(C)cc3c(=O)c2C1c1cccc(O)c1 (stereo not given),1,2,-2,-6,1,10,-0.3,4,-1
Cc1nc(C(=O)O)cc2c1[nH]c1ccccc12,-11,3,6,4,x,-4,3.1,1,-32
O=C(COc1ccc(Cl)cc1Br)Nc1ccncc1,-4,-1,-2,-2,11,-3,-0.1,0,5
CC(C)CC(=O)NC(c1ccccc1Cl)c1c(O)ccc2ccccc12 (stereo not given),8,6,-1,1,-6,-4,2.4,0,7
Cc1cccc(C)c1OC(=O)CSc1nnc(-c2ccccc2O)o1,4,-1,15,2,-5,4,-0.9,2,-6
